# Bioassay records from PubChem.
# Caspase-1 inhib: allosteric or competitive inhibitors of human caspase-1; Caspase-1 enzyme, Ac-WEHD-AFC fluorogenic rate; Potency, µM (titrated, usually from 57.5 µM), without a hit: at the top dose activity change, negative = inhibition, actives largely listed as inhibitors; 0.03% of 75,000 active;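 note: potency is the fitted concentration of half-maximal effect; plate controls were vehicle for no effect and no substrate for full effect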
# HADH2 inhib: HADH2 (human) dehydrogenase inhibition. Q99714. recombinant HADH2, NADH fluorescence, beta-hydroxybutyryl-CoA. Potency, µM (titrated, usually from 57.1 µM), for the others: at the top dose activity change, negative = inhibition, usual class: inhibitors. 3.4% of 73,000 active. AID 886; note: potency is the fitted concentration of half-maximal effect; % is set by controls: 0 for no effect and ±100 for the full control effect; nearly all actives have a fitted effect of over 60% in size; many of its hits are not listed in these tables
#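 Activity measured as NADH fluorescence gain (360/450 nm), taken as the change between first and last reads of a 4-min kinetic run. Conditions: pH 9.0 Tris buffer, 20 nM E. coli-expressed His-tagged enzyme, 1 mM NAD+, 90 uM beta-hydroxybutyryl-CoA; 15-min compound preincubation.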
# BRCT inh red: inhibitors of human BRCA1 BRCT-phosphoprotein interaction (red fluorophore); P38398; BRCT-phosphopeptide binding, red fluorescence polarization; Potency, µM (highest dose often 76.9 µM), for inactives: at the top dose activity change, negative = inhibition, usual class: inhibitors; 0.03% of 75,000 active; note: % is set by controls: 0 for no effect and ±100 for the full control effect
#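 Fluorescence polarization: 100 nM His-tagged BRCA1 BRCT with 100 nM TAMRA-labelled phospho-BACH1 decapeptide, phosphate buffer pH 7.3 with 150 mM NaCl, DTT, 0.01% Tween 20; 12 min RT. Binding inhibition seen as FP decrease.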
# Caspase-7 inhib: caspase-7 (human) inhibition, allosteric or competitive; Potency, µM (highest dose often 57.5 µM), inactives show at the highest dose activity change, negative = inhibition, most hits filed as inhibitors; P55210; recombinant caspase-7, Ac-DEVD-AFC fluorescence rate; AID 889; 0.02% of 75,000 active; active = well fitted inhibition curve with a large enough effect in the main read-out, with a control signal flat, not every such curve was filed as active; inconclusive = small, poorly fitted or top-dose-only effect, or a change in a side signal; note: potency is the fitted concentration of half-maximal effect; % of control where 0% means no effect
# Tau filament bind: binders of human tau filaments | P10636 | recombinant tau filaments, thioflavin S fluorescence, 15 h; filaments grown with octadecylsulfate alongside compound | Potency, µM (top dose mostly 57.1 µM), inactives show at the highest dose activity change, negative = inhibition | 2% of 71,000 active | AID 596;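 note: potency is the fitted concentration of half-maximal effect; % is set by controls: 0 for no effect and ±100 for the full control effect; actives lower thioflavin S fluorescence by blocking filaments or displacing dye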
#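 Recombinant tau protein (human, 1 uM final) plus 30 uM ODS in HEPES pH 7.4 with NaCl, DTT and thioflavine S. Compound present from the start; fluorescence at 510 nm after 15 h, 37 C.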
# BRCT PPI green: BRCA1 BRCT-phosphoprotein interaction inhibition; P38398; BRCA1 BRCT-phosphopeptide binding, green fluorescence polarization; Potency, µM (top dose mostly 76.9 µM), without a hit: at the highest dose activity change, negative = inhibition, usual class: inhibitors; 0.05% of 75,000 active; AID 875;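 note: potency is the fitted concentration of half-maximal effect; plate controls were peptide without protein for full effect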
#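 Fluorescence polarization: His-tagged BRCT (~35 kDa BRCA1 C-terminus, 250 nM) bound to 100 nM fluorescein-labeled phosphorylated 10-aa BACH1 peptide, pH 7.3 phosphate buffer with DTT and Tween 20. Compounds incubated 12 min at room temperature; inhibition read as lowered polarization.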
# Pol III holo inh: DNA polymerase III holoenzyme inhibition; reconstituted DNA polymerase III holoenzyme replication, biochemical; Potency, µM (series often up to 57.1 µM), inactives show at the top dose activity change, negative = inhibition; 0.25% of 71,000 active; AID 603; note: potency is the fitted concentration of half-maximal effect; % is set by controls: 0 for no effect and ±100 for the full control effect
#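 Reconstituted *E. coli* holoenzyme (0.35 nM Pol III, 1 nM beta, 154 nM SSB, 2 nM primase) was preincubated with compound for 15 min at RT. Synthesis on 1.4 nM ssM13Gori ran 35 min, then was stopped with PicoGreen/EDTA and read as dsDNA fluorescence.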
# HEK293 cAMP cs: counter-screen for TSHR agonists: cAMP increase in parental HEK293. parental HEK293 CNG cAMP sensor, membrane potential fluorescence. Potency, µM (doses to about 57.1 µM), for inactives: at the highest dose activation, usual class: activators. 2.5% of 73,000 active. AID 938; note: potency is the fitted concentration of half-maximal effect; % of control where 0% means no effect; nearly all actives have a fitted effect of over 55% in size
#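 Parental HEK 293 cells stably expressing a cAMP-gated CNG channel were loaded with membrane potential dye containing 100 uM RO 20-1724 for 60 min. Compound added for 30 min; depolarization read as fluorescence intensity at 590 nm.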
# USP2a inh: blocks human ubiquitin-specific protease USP2a | USP2a enzymatic assay, qHTS inhibition | AID 927 | 0.1% of 60,000 active | Potency, µM (highest dose often 38.3 µM), for inactives: at the highest dose activity change, negative = inhibition, most hits filed as inhibitors | O75604;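 note: potency is the fitted concentration of half-maximal effect; nearly all actives have a fitted effect of over 60% in size; plate controls were DMSO for no effect and NEM full inhibition control for full effect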
#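 Coupled readout: USP2-cleaved Ub-PLA2 (20nM final) turns over NBD C6-HPC (20uM final), Ex 460nm/Em 535nm after 2.5 h, time-zero read flagging artifacts. Enzyme (20nM final, pH 8.0 Tris) given 30 min RT with compound first; NEM defines full inhibition.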
# ALOX15 inhib: blocks human 15-lipoxygenase activity; P16050; purified 15hLO-1, xylenol orange hydroperoxide absorbance; Potency, µM (series often up to 57.1 µM), for inactives: at the highest dose activity change, negative = inhibition, hits mostly inhibitors; 1.4% of 74,000 active; AID 887; note: potency is the fitted concentration of half-maximal effect; % is set by controls: 0 for no effect and ±100 for the full control effect; nearly all actives have a fitted effect of over 55% in size
#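 Purified human 15hLO-1 (40 nM) in 25 mM Hepes pH 7.5, 0.01% Triton X-100, preincubated 15 min RT with compound, then 50 uM arachidonic acid for 6 min. Hydroperoxide read by ferrous/xylenol orange, 30 min; 573/405 nm absorbance ratio gave progress.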
# Rhodamine autofl: compound autofluorescence in rhodamine spectral region; 0.05% of 59,000 active; Rhodamine-region fluorescence, 547/598 nm, Tris buffer; active compounds read high; AID 594; max dye-equivalent concentration, M; in the data active = max dye-equivalent concentration above about 11 nM; inconclusive = between about 1.1 nM and that limit
#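 Intensities are converted to rhodamine-equivalent concentration using a six-point rhodamine standard on each plate. Compounds sit 15 min at room temperature in 100 mM Tris buffer, pH 8.0; read uses the 547/598 nm excitation/emission pair.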
# An asterisk follows results filed as active; i = inactive; ? = inconclusive; · = no result given; [ ] = dose if it differs, or a comment. Unless noted, calls come from the whole dose curve; as a rule, active = well fitted curve in the direction sought with a large enough effect; inconclusive = small, poorly fitted or top-dose-only effect, or another doubt; inactive = no such curve, though single readings can be large; an effect the other way counts as inactive or inconclusive.
SMILES,Caspase-1 inhib,HADH2 inhib,BRCT inh red,Caspase-7 inhib,Tau filament bind,BRCT PPI green,Pol III holo inh,HEK293 cAMP cs,USP2a inh,ALOX15 inhib,Rhodamine autofl
CC(=O)c1c(C)[nH]c(C(=O)Nc2c(C)n(C)n(-c3ccccc3)c2=O)c1C,0%,-1%,0.3%,-1%,-13%,-2.7%,-6%,3%,-6%,-13%,i
c1ccc(-c2ccccc2-c2nc(-c3ccncc3)no2)cc1,-9%,-3%,1.0%,-2%,-13%,1.4%,-3%,20%,-5%,-7%,i
COc1ccc(N2C(=O)CCC(C(=O)N3CCC(C(N)=O)CC3)C2c2ccc(F)cc2)cc1 (stereo not drawn),0%,7%,-1.2%,0%,0%,2.2%,-5%,3%,9%,12%,i
COc1ccc(OC)c(NC(=O)C2C3CC4OC(=O)C2C4C3)c1 (stereo not drawn),0%,7%,-0.8%,-2%,1%,1.6%,-5%,0%,-8%,4%,i
Cc1nnc(SCC(=O)N2CCC(Cc3ccccc3)CC2)n(N)c1=O,0%,21%,2.4%,-1%,5%,-1.2%,-1%,3%,5%,-10%,i
O=C(OCC(=O)N1CCN(C(=O)c2ccco2)CC1)C1=COCCO1,4%,3%,0.3%,-1%,3%,-0.9%,-2%,13%,-7%,14%,i
Nc1nc2nc3c(nc2c(=O)[nH]1)CN(c1ccc(C(=O)O)cc1)C3=O,-5%[11.5 µM],8%[11.4 µM],0.2%[15.4 µM],-4%[11.5 µM],7%[11.4 µM],-0.5%[15.4 µM],-10%[11.4 µM],1%[11.4 µM],·,3%[11.4 µM],i
NC(=O)[C@@H]1CCCN1Cc1ccc2c(c1)OCO2,-2%[11.5 µM],2%[11.4 µM],-1.6%[15.4 µM],3%[11.5 µM],11%[11.4 µM],-3.3%[15.4 µM],-3%[11.4 µM],5%[11.4 µM],·,17%[11.4 µM],i
COc1ccc(C(CCc2ccc(C)o2)NC(=O)Nc2ccc(OC)cc2OC)cc1 (stereo not drawn),-1%,3%,-1.6%,0%,0%,-1.8%,2%,18%,4%,-5%,i
Cc1nc2cnc(N3CCOCC3)nc2n(Cc2ccc(F)cc2)c1=O,-3%,0%,-0.2%,-7%,12%,-0.8%,0%,11%,22%,-10%,i
CCOc1ccc(-c2nc(CSCC(=O)N3CCN(c4cccc(OC)c4)CC3)c(C)o2)cc1,-6%,-2%,-1.6%,-5%,181%,0.1%,5%,-5%,·,-5%,·
OCC1OC(c2ccc3c(c2)OCO3)C=CC1Oc1ccc(C2CCCC2)cc1 (stereo not drawn),-2%[11.5 µM],3%[11.4 µM],1.6%[15.4 µM],0%[11.5 µM],·,0.7%[15.4 µM],·,6%[11.4 µM],·,-13%[11.4 µM],·
C=CCOc1cccc(C2C(C(=O)c3ccc(C)o3)=C(O)C(=O)N2CCN(C)C)c1 (stereo not drawn),1%,-15%,-0.1%,-2%,-4%,-2.2%,-3%,-4%,97%,9%,i
COCCCNC(=O)C1CCC(=O)N1Cc1ccccc1Cl (stereo not drawn),1%,-1%,0.5%,2%,9%,-4.6%,-7%,6%,2%,3%,i
O=C(CN1C(=O)C2CC=CCC2C1=O)Nc1nc2ccccc2[nH]1 (stereo not drawn),-2%,17%,-2.5%,0%,0%,-1.0%,4%,-6%,4%,2%,i
COc1ccc(CC(=O)NCc2ccccc2)cc1S(=O)(=O)N1CCOCC1,1%,3%,-1.2%,-3%,48%,0.2%,-7%,-1%,3%,8%,i
Cc1cc(C)cc(N2C(=O)CC(N3CCOCC3)C2=O)c1 (stereo not drawn),-2%,-4%,1.6%,0%,6%,-1.0%,-2%,?,-1%,4%,·
COc1cccc(CNC(=O)C2CCCN(S(=O)(=O)c3cnc[nH]3)C2)c1 (stereo not drawn),0%,4%,-0.4%,2%,2%,-1.1%,-3%,12%,·,6%,·
CCN(CCO)C(=O)C12CCC(C)(C(=O)C1)C2(C)C (stereo not drawn),0%,13%,0.9%,0%,-13%,0.2%,-4%,0%,2%,11%,i
Cc1c(O)cc(O)c2c(=O)c(-c3ccc(O)cc3)coc12,4%,·,0.6%,0%,·,-0.6%[3.08 µM],·,·,-7%,7%,·
CCn1c(CNc2ccccc2Cl)nnc1SCCN1CCCCC1,0%,0%,0.2%,0%,-2%,-3.5%,-6%,15%,5%,-1%,i
O=C(CN1C(=O)COc2ccccc21)NCCCN1CCc2ccccc2C1,0%,17%,0.1%,1%,-41%,-0.7%,5%,20%,-10%,-22%,i
CC(C)(C)OC(=O)N1CCC[C@@H]1C(=O)N1CCC(C(=O)O)CC1,1%,?,0.1%,2%,-3%,-1.1%,-3%,4%,1%,5%,i
CCn1c(SCC#N)nc2c(c1=O)C1(CCCC1)Cc1ccccc1-2,-2%,-3%,-0.1%,0%,21%,0.5%,-3%,25µM*,-7%,?,i
O=S(=O)(Nc1ccc(Cl)cc1Cl)c1cc(Cl)ccc1Cl,-5%,-6%,-1.8%,-2%,·,-1.8%,·,8%,·,-12%,·
O=C(Nc1ccccc1O)c1ccc(Cl)cc1,1%,0%,-1.3%,0%,-6%,1.8%,-4%,-10%,-3%,-12%,i
Cc1cccnc1NC(=O)c1ccc2nc(N)sc2c1,-3%,?,0.6%,-1%,2%,-1.8%,0%,7%,0%,-19%,i
O=C(c1cc(-c2ccc3c(c2)OCO3)on1)N1CCN(c2ccc(F)cc2)CC1,-1%,4%,0.9%,0%,1%,-3.1%,5%,32µM*,-15%,-16%,i
CN(C(=O)c1ccncc1)c1nnc(-c2cccnc2)s1,2%,30%,-0.4%,10%,8%,-1.9%,3%,?,-7%,1%,i
CCn1cc(C(=O)NCc2ccc(C)o2)c2cc(OC)c(OC)cc2c1=O,1%,5%,-1.6%,-2%,6%,-1.1%,-3%,-6%,9%,-4%,i
CCS(=O)(=O)NCc1csc(-c2ccccc2)n1,-1%,-4%,1.0%,0%,-5%,-0.8%,-9%,1%,·,-3%,·
Cc1noc(C)c1S(=O)(=O)N(CC(=O)N1CCCCCC1)c1ccc(C(C)C)cc1,-3%,-1%,-0.4%,-2%,42%,-0.7%,-4%,?,·,-8%,·
Cc1ccccc1Cn1nc(C)c(NC(=O)c2cc3n(n2)C(C(F)F)CC(C(F)F)N3)c1C (stereo not drawn),1%,2%,0.4%,0%,1%,-2.3%,-6%,-5%,32%[activator],-4%,i
O=C(C1CCN(S(=O)(=O)c2ccc(Br)s2)CC1)N1CCc2ccccc21,-3%,5%,-2.0%,-1%,55%,0.2%,-4%,?,24%,-12%,i
CCOc1ccc(CNC(=O)C2CCN(S(=O)(=O)CC)CC2)cc1OC,2%,7%,-0.6%,0%,9%,-0.2%,-2%,8%,-3%,5%,i
CNc1oc(C)nc1S(=O)(=O)c1ccc(C)cc1,0%,-5%,-0.1%,0%,2%,-0.1%,0%,6%,2%,2%,i
COc1ccccc1N1C(=O)C2C3C=CC(C3)C2C1=O (stereo not drawn),0%,4%,0.2%,-2%,-14%,-3.7%,1%,-8%,8%,-7%,i
Cc1ccc(/C=c2\sc3nc(-c4cccnc4)nn3c2=O)cc1,-2%,-13%,-1.0%,-6%,-8%,0.9%,1%,16%,20%,-1%,i
Cc1cc(C)cc(N2C(=O)CSC2c2cccs2)c1 (stereo not drawn),1%,-7%,-1.2%,-1%,-13%,-0.9%,-9%,7%,4%,7%,i
O=C(Cc1ccccc1)Nn1cnc2ccccc21,1%,-2%,-0.8%,1%,-6%,-2.6%,?,27%,9%,4%,i
COc1ccc(CCNC(=O)c2c(O)c3cccc4c3n(c2=O)CC4)cc1,-2%,-6%,-1.3%,2%,10%,-2.2%,-4%,28%,14%,?,i
O=C(O)C1CCN(C(=O)c2scc3c2OCCO3)CC1,0%,2%,-3.0%,0%,2%,-1.1%,-3%,?,-1%,11%,i

# Sorted by length of the SMILES (smallest number first): some entries from above.
SMILES,Caspase-1 inhib,HADH2 inhib,BRCT inh red,Caspase-7 inhib,Tau filament bind,BRCT PPI green,Pol III holo inh,HEK293 cAMP cs,USP2a inh,ALOX15 inhib,Rhodamine autofl
CCn1c(CNc2ccccc2Cl)nnc1SCCN1CCCCC1,0%,0%,0.2%,0%,-2%,-3.5%,-6%,15%,5%,-1%,i
CCn1c(SCC#N)nc2c(c1=O)C1(CCCC1)Cc1ccccc1-2,-2%,-3%,-0.1%,0%,21%,0.5%,-3%,25µM*,-7%,?,i
Cc1noc(C)c1S(=O)(=O)N(CC(=O)N1CCCCCC1)c1ccc(C(C)C)cc1,-3%,-1%,-0.4%,-2%,42%,-0.7%,-4%,?,·,-8%,·

# Only part of the results is shown. The share of hits here may be higher or lower than overall.
